Cneo AK release: Cryptococcus neoformans lysis via adenylate kinase release. C. neoformans lysis, adenylate kinase release luminescence, 4 h; normalised: neutral wells 0, clomiphene wells 100. lysis activity, % at 15 µM. AID 651654. 360,000 tested, 0.2% active;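 active = mean lysis activity across replicates of at least 80%, whatever share of replicates individually reach that level; inactive = mean lysis activity below 80%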
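Material – Cryptococcus neoformans yeast cells · Quantity – 5 × 10^6 yeast cells/mL · Buffer or medium – YPD medium · Compound – single dose · Timing – 4 h static compound exposure, 37 °C, read 1 h post-reagent · Signal – adenylate kinase release luminescence · Read-out basis – lysis from increased AK signal · Benchmarks – Clomiphene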
E-sel inducer: induces E-selectin expression in human endothelial cells. P16581. HUVEC E-selectin immunofluorescence imaging; normalized: neutral wells 0, TNF-alpha wells 100. activation, % at 7.58 µM. 260,000 tested, 0.37% active. AID 686992;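 active = mean E-selectin-positive cell signal at least 10% of the positive control, reached in at least 60% of replicates, without over 20% cell loss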;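 also: in these data hits start at about 27%; measured in HUVEC primary endothelial cells; signal is the percent of cells scored E-selectin positive by PE staining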
Target sequence (P16581 whole entry, looked up): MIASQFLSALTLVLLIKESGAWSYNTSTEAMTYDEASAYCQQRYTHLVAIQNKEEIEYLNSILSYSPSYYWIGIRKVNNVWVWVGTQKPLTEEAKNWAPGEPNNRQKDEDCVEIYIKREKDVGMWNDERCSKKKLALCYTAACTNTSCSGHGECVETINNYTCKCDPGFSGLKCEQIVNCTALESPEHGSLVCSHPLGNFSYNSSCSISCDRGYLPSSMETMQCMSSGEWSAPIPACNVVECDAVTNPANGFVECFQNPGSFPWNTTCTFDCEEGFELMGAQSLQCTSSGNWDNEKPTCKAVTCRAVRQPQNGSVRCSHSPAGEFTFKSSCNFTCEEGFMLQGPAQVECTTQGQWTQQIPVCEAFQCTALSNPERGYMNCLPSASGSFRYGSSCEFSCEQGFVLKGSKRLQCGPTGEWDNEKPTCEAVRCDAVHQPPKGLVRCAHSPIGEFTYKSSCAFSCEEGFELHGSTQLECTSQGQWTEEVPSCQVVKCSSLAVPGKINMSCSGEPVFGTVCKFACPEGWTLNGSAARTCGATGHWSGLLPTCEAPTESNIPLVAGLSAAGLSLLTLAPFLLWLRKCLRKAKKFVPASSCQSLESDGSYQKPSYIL
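assay system = HUVEC, human umbilical vein endothelial cells | input = 3,000 HUVEC seeded per well | medium = EGM-2 growth medium on 0.1% gelatin-coated wells | dosing = one compound dose added by pin transfer | signal = immunofluorescence imaging | read-out basis = % PE-positive cells | control set = TNF-alpha, DMSO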
PGC1a acetyl inh: modulators of PGC1a acetylation; 350,000 tested, 0.17% active; AID 651687; U2OS PGC1a acetylation, AlphaScreen anti-acetyl-lysine; with virally co-expressed GCN5 acetyltransferase; inhibition, % at 15.6 µM;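 active = every replicate shows inhibition of at least 40%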;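 also: 0% = neutral control wells and 100% = positive control wells; some results beyond the cut were filed as inactive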
miR122 inh: inhibitors of miR-122 in Huh7 cells; Huh7 miR-122 Renilla luciferase sensor, 48 h; neutral wells = 0, positive control = 100; activation (reporter increase), % at 12.5 µM; 340,000 tested, 0.3% active; AID 602342;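 active = mean replicate activation score at least 90 and every replicate individually at or above 90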;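 also: higher luciferase means less miR-122 activity so hits act as miR-122 inhibitors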
RAD54 inh: inhibitors of human RAD54 branch migration; Q92698; RAD54 Holliday junction branch migration, FAM/BHQ fluorescence; inhibition, % at 10.4 µM; 360,000 tested, 0.14% active;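 active = mean normalized replicate activity at least 40 and at least half of replicates scoring 40 or more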;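 also: 0% = median of neutral control wells and 100% = median of positive control wells; inhibitors cause a drop in the FAM fluorescence signal; in these data hits start at about 50%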
ERAP1 inh: blocks human ERAP1 aminopeptidase activity | Q9NZ08 | recombinant ERAP1, Leu-AMC fluorescence, 60 min | inhibition, % at 10.7 µM | 340,000 tested, 0.15% active | AID 652197;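 active = mean replicate inhibition of at least 30%, or all replicates individually reaching that 30% level; inactive = mean below 30% and not every replicate reaching it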;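 also: 0% = neutral control wells and 100% = L-leucinethiol positive control wells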
RAD52 inh: inhibitors of human RAD52 DNA annealing; recombinant RAD52 DNA annealing, FRET fluorescence; inhibition, % at 18.7 µM; AID 651710; 360,000 tested, 0.46% active; P43351;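 active = every replicate showing at least 50% inhibition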
Target sequence (P43351 whole entry, looked up): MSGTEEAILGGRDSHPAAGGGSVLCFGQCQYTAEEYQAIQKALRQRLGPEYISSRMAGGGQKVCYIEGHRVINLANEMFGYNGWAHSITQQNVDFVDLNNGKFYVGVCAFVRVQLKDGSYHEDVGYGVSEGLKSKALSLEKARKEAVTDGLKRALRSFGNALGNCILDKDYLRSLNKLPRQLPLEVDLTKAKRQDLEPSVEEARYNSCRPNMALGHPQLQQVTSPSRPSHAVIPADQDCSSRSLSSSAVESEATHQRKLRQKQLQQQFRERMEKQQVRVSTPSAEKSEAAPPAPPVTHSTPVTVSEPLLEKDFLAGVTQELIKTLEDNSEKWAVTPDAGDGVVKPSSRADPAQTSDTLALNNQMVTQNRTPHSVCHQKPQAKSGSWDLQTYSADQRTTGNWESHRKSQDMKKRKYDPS
PglD DTNB: blocks C. jejuni PglD acetyltransferase activity; 360,000 tested, 0.098% active; inhibition, % at 12.5 µM; purified PglD enzyme, DTNB colorimetric CoA detection; in the data active = inhibition above about 16%, passing the limit was not always enough; also: strong numbers were not always called active
* hit, by the source's call; & = joins results of further samples; [ ] = remark or other dose.

The opening five compounds, to show the layout:
`C[C@@H]1CN([C@@H](C)CO)C(=O)c2cc(-c3ccc(F)cc3)cnc2O[C@@H]1CN(C)Cc1cncnc1` gave Cneo AK release -4, E-sel inducer 1.2, PGC1a acetyl inh 5, miR122 inh 3[16.7 µM], RAD54 inh -17, ERAP1 inh -3, RAD52 inh 20 and PglD DTNB 3.
COc1ccc(-n2c(SCC(=O)NCc3ccco3)nc3sc4c(c3c2=O)CCN(C)C4)cc1 was read as Cneo AK release -1, PGC1a acetyl inh -1, miR122 inh -1, RAD54 inh 17, ERAP1 inh 3, RAD52 inh -4 and PglD DTNB 5.
O=C(CSc1nccn1Cc1ccco1)Nc1cccc(F)c1 was read as Cneo AK release -3, E-sel inducer 0.9, RAD54 inh 0, ERAP1 inh 2, RAD52 inh 8 and PglD DTNB -2.
CCN(CC)C1CCN(c2nc3nonc3nc2NCCOC)C1 (configuration not stated) was read as Cneo AK release -1, PGC1a acetyl inh 5, miR122 inh -6, RAD54 inh 1, ERAP1 inh -3, RAD52 inh -2 and PglD DTNB 1.
O=C(CCCN1C(=O)/C(=C/c2ccc(F)cc2)SC1=S)NC1CCS(=O)(=O)C1 (configuration not stated) was read as Cneo AK release 1, PGC1a acetyl inh -3, miR122 inh 2, RAD54 inh 4, ERAP1 inh 5, RAD52 inh -8 and PglD DTNB -1.

The whole of this part, previewed entries included:
`C[C@@H]1CN([C@@H](C)CO)C(=O)c2cc(-c3ccc(F)cc3)cnc2O[C@@H]1CN(C)Cc1cncnc1` gave Cneo AK release -4, E-sel inducer 1.2, PGC1a acetyl inh 5, miR122 inh 3[16.7 µM], RAD54 inh -17, ERAP1 inh -3, RAD52 inh 20 and PglD DTNB 3.
COc1ccc(-n2c(SCC(=O)NCc3ccco3)nc3sc4c(c3c2=O)CCN(C)C4)cc1 was read as Cneo AK release -1, PGC1a acetyl inh -1, miR122 inh -1, RAD54 inh 17, ERAP1 inh 3, RAD52 inh -4 and PglD DTNB 5.
O=C(CSc1nccn1Cc1ccco1)Nc1cccc(F)c1 was read as Cneo AK release -3, E-sel inducer 0.9, RAD54 inh 0, ERAP1 inh 2, RAD52 inh 8 and PglD DTNB -2.
CCN(CC)C1CCN(c2nc3nonc3nc2NCCOC)C1 (configuration not stated) was read as Cneo AK release -1, PGC1a acetyl inh 5, miR122 inh -6, RAD54 inh 1, ERAP1 inh -3, RAD52 inh -2 and PglD DTNB 1.
O=C(CCCN1C(=O)/C(=C/c2ccc(F)cc2)SC1=S)NC1CCS(=O)(=O)C1 (configuration not stated) was read as Cneo AK release 1, PGC1a acetyl inh -3, miR122 inh 2, RAD54 inh 4, ERAP1 inh 5, RAD52 inh -8 and PglD DTNB -1.
Screening O=[N+]([O-])c1cc2ccccc2c(O)c1O returned Cneo AK release 3, RAD54 inh -5, ERAP1 inh 1, RAD52 inh 5 and PglD DTNB 4.
CCCNC(=O)CNC(=S)N(Cc1ccccc1F)C1CCCCC1 was read as Cneo AK release 1, E-sel inducer 0.5, PGC1a acetyl inh -5, miR122 inh 4, RAD54 inh 11, ERAP1 inh 1, RAD52 inh -12 and PglD DTNB 1.
`C[C@H](CO)N1C[C@H](C)[C@H](CN(C)C(=O)Nc2ccc(C(F)(F)F)cc2)Oc2ncc(Br)cc2C1=O` gave Cneo AK release 0&-1, E-sel inducer -0.1&-0.5, PGC1a acetyl inh -1&7, miR122 inh 1, RAD54 inh -3&0, ERAP1 inh 0&2, RAD52 inh 0&-1 and PglD DTNB -1&0.
Screening CC(C)CCN(N=O)[C@@H](Cc1ccccc1)CN(N=O)[C@@H](Cc1ccccc1)CN(C)N=O returned Cneo AK release -1, E-sel inducer -0.1, RAD54 inh 8, ERAP1 inh 0, RAD52 inh -13 and PglD DTNB 0.
For C[C@H](CO)N1C[C@H](C)[C@@H](CN(C)CC2CCCCC2)Oc2ccc(NC(=O)Cn3cnnn3)cc2C1=O the results were Cneo AK release 0&0, E-sel inducer -0.4&0.0, PGC1a acetyl inh 11&4, miR122 inh -5[16.7 µM], RAD54 inh -4&-7, ERAP1 inh 0&-2, RAD52 inh -23&-13 and PglD DTNB 3&-8.
`COCCCNc1nc2c([nH]1)c(=O)[nH]c(=O)n2C` gave Cneo AK release 0, PGC1a acetyl inh 3, miR122 inh -3, RAD54 inh -16 and PglD DTNB -5.
Screening O=C(Nc1cccc(F)c1)N1CCCCN2[C@@H](CO)[C@@H](c3ccc(C#CC4CC4)cc3)[C@@H]2C1 returned Cneo AK release 4, E-sel inducer -0.6, PGC1a acetyl inh -22, miR122 inh -24[16.7 µM], RAD54 inh 1, ERAP1 inh 1, RAD52 inh 8 and PglD DTNB -1.
Screening CC1(C(=O)N2CCN(C(=O)c3ccco3)CC2)CCN1Cc1ccccc1OC(F)F (configuration not stated) returned Cneo AK release 9, E-sel inducer -0.1, RAD54 inh -5, ERAP1 inh 7, RAD52 inh -9 and PglD DTNB -1.
COc1cccc(C(=O)Nc2ccc3c(c2)OC[C@@H](C)N(C(=O)C2CC2)C[C@@H](C)[C@H](OC)CN(C)C3=O)c1 was read as Cneo AK release -12, E-sel inducer -0.1, PGC1a acetyl inh 5, RAD54 inh 5, ERAP1 inh 1, RAD52 inh -16 and PglD DTNB 11.
COc1ccc(NC(=O)NNC(=O)COc2ccc3ccccc3c2)cc1OC was read as Cneo AK release 7, PGC1a acetyl inh 0, miR122 inh 1, RAD54 inh -8, ERAP1 inh -2, RAD52 inh 5 and PglD DTNB 3.
`Cc1noc(C)c1S(=O)(=O)Nc1ccc2c(c1)C(=O)N([C@H](C)CO)C[C@H](C)[C@H](CN(C)C(=O)Nc1ccc(F)cc1)OCCCC[C@H](C)O2` gave Cneo AK release 3, E-sel inducer 1.0, PGC1a acetyl inh 3, miR122 inh -8[16.7 µM], RAD54 inh -3, ERAP1 inh 1, RAD52 inh -6 and PglD DTNB -2.
`Cc1ccc(N2CCN(C(=O)C3CCC(=O)N(Cc4ccc(Cl)cc4)C3)CC2)c(C)c1` (configuration not stated) gave Cneo AK release -1, E-sel inducer -1.7, PGC1a acetyl inh -3, miR122 inh -6, RAD54 inh -6, ERAP1 inh 0, RAD52 inh 1 and PglD DTNB 1.
`Cc1ccc(S(=O)(=O)NCC(c2ccc3c(c2)OCO3)N2CCOCC2)cc1` (configuration not stated) gave E-sel inducer 0.1, miR122 inh -3, ERAP1 inh 1 and RAD52 inh -3.
Screening OC(CN1CCN(c2cccc(Cl)c2)CC1)c1ccccc1 (configuration not stated) returned Cneo AK release -2, E-sel inducer -0.3, PGC1a acetyl inh 3, miR122 inh 4, RAD54 inh 2, ERAP1 inh -1, RAD52 inh -15 and PglD DTNB 1.
Screening C[C@@H]1CN([C@H](C)CO)C(=O)c2cccc(NC(=O)c3cnccn3)c2O[C@@H]1CN(C)Cc1ccc(C(=O)Nc2ccccc2N)cc1 returned Cneo AK release -5, E-sel inducer 0.9, PGC1a acetyl inh 14, miR122 inh 37[16.7 µM], RAD54 inh 4, ERAP1 inh 0, RAD52 inh -7 and PglD DTNB -1.
O=C(CSCc1cnn(-c2ccccc2)c1-n1cccc1)NCc1ccc2c(c1)OCO2 was read as Cneo AK release -1, PGC1a acetyl inh 2, miR122 inh -2, RAD54 inh -6 and PglD DTNB 6.
COCC(=O)Nc1ccc2c(c1)OC[C@H](C)N(Cc1ccccc1F)C[C@H](C)[C@H](OC)CN(C)C2=O was read as E-sel inducer -0.2, PGC1a acetyl inh 0, ERAP1 inh -1 and RAD52 inh 4.
Screening Cc1oc(-c2ccccc2F)nc1CN1CCC(C(=O)NCCC2=CCCCC2)CC1 returned Cneo AK release 5, miR122 inh -6, RAD54 inh 4 and PglD DTNB -2.
`COc1ccc(C(=O)N/N=C/c2sc(=O)n(Cc3cccc(C(=O)O)c3)c2Cl)cc1` gave Cneo AK release -3, PGC1a acetyl inh 6, miR122 inh -4, RAD54 inh -11, ERAP1 inh -8, RAD52 inh -51 and PglD DTNB -5.
`CCOc1cccc2c1OC1(C)CC2NC(=O)N1c1ccc(OC)cc1` (configuration not stated) gave Cneo AK release -1, PGC1a acetyl inh -1, miR122 inh -2, RAD54 inh -8 and PglD DTNB 0.
For CCOC(=O)c1ccc(N2C(=O)CC(NC3CCN(C(=O)c4ccc(F)cc4)CC3)C2=O)cc1 (configuration not stated) the results were Cneo AK release -5, PGC1a acetyl inh -10, miR122 inh -2, RAD54 inh -7 and PglD DTNB -8.
`CCCCCc1ccc(C2=NNC(=O)CC2)cc1` gave Cneo AK release 1, RAD54 inh -5, ERAP1 inh 1, RAD52 inh -9 and PglD DTNB -2.
Screening NS(=O)(=O)c1ccc(NC(=O)CSc2nnc(COc3ccccc3Cl)n2C2CC2)cc1 returned Cneo AK release 9, PGC1a acetyl inh 3, miR122 inh 4, RAD54 inh 4 and PglD DTNB 1.
`CC(C)(C)C(=O)OC/C(N)=N/OC(=O)c1ccccc1` gave Cneo AK release -1, PGC1a acetyl inh -14, miR122 inh -3, RAD54 inh 0, RAD52 inh -14 and PglD DTNB -1.
Screening CC(=O)c1sc(NC(=O)C2COc3ccccc3O2)nc1C (configuration not stated) returned Cneo AK release -5, E-sel inducer -0.5, RAD54 inh 1, ERAP1 inh -6, RAD52 inh 15 and PglD DTNB -2.
For CC=Cc1ccc2n(c1=O)C[C@@H]1[C@@H](CO)[C@H](C(=O)NCCN3CCCC3)N(C(=O)NCCC)[C@H]21 (mixture of isomers) the results were Cneo AK release 1, E-sel inducer 0.0, miR122 inh -1[16.7 µM], RAD54 inh 3, ERAP1 inh -2, RAD52 inh 3 and PglD DTNB 0.
For CN1C(=O)NC(c2ccccc2)C2=C1CN(c1cccc(C(F)(F)F)c1)C2=O (configuration not stated) the results were Cneo AK release -2, PGC1a acetyl inh -2, miR122 inh -3, RAD54 inh 1 and PglD DTNB 3.
For C[C@H](CO)N1C[C@H](C)[C@@H](CN(C)S(=O)(=O)c2cccs2)OCCCC[C@H](C)Oc2ccc(NC(=O)Nc3ccc(F)cc3)cc2C1=O the results were Cneo AK release -3, E-sel inducer 0.1, PGC1a acetyl inh -3, miR122 inh -4[16.7 µM], RAD54 inh -1, ERAP1 inh 2, RAD52 inh -29 and PglD DTNB -4.
For CC(C)CNC(=O)c1noc2c1CCCC2 the results were Cneo AK release 0, E-sel inducer 0.0, PGC1a acetyl inh 8, miR122 inh 0, RAD54 inh -5, ERAP1 inh -2, RAD52 inh -7 and PglD DTNB -3.
O=C(CSc1nc2ccccc2c(=O)n1-c1ccccc1Cl)NC1CCS(=O)(=O)C1 (configuration not stated) was read as Cneo AK release 0, PGC1a acetyl inh 1, miR122 inh 5, RAD54 inh -1, ERAP1 inh 0, RAD52 inh -8 and PglD DTNB -2.
Screening Cc1ccc(C(=O)NCc2ccccc2F)cc1S(=O)(=O)N1CCCC1 returned Cneo AK release 1, miR122 inh 40, RAD54 inh -3, ERAP1 inh -1, RAD52 inh -6 and PglD DTNB 10.
For C[C@@H]1CN([C@@H](C)CO)C(=O)c2cccc(NC(=O)Nc3ccccc3)c2O[C@@H]1CN(C)C(=O)Nc1ccc(C(F)(F)F)cc1 the results were Cneo AK release -2, E-sel inducer 0.9, PGC1a acetyl inh 11, miR122 inh 13[16.7 µM], RAD54 inh 1, ERAP1 inh 0, RAD52 inh -7 and PglD DTNB -2.

From PubChem
